mIAP act: increases mouse intestinal alkaline phosphatase activity; muIAP, CDP-Star luminescence, 30 min; active compounds read high; 1 = vehicle-only enzyme signal, 0 = enzyme-free wells; activation factor at 10 µM; actives 0.24% (n = 330,000); AID 2805;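 active = activation factor of at least 2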; note: the source names both 10 and 20 µM as test concentration; values of inactives mirror those of a sister screen read the other way
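System: Mouse IAP enzyme | Also added: CDP-Star substrate | Dosing: Compounds dispensed in DMSO | Schedule: 30 min enzyme-substrate-compound incubation at room temperature | Technique: Chemiluminescence readout | Control set: DMSO-only wells and no-enzyme negative control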
NALP3 yeast inh: NALP3 inhibition in yeast; actives 0.39% (n = 330,000); AID 2825; Yeast reconstituted NLRP3/ASC/caspase-1, beta-gal luminescence, 24 h; inhibition, % at 10 µM;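 active = inhibition of 50% or more; inactive = inhibition below 50%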;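 note: plate controls were induced DMSO wells for no effect and uninduced yeast grown without galactose for full effect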
ATG4B inhibitor: inhibitors of human ATG4B cysteine protease | Q9Y4P1 | ATG4B cleavage of LC3-PLA2, NBD-HPC fluorescence, 1 h | inhibition, % at 8.33 µM | actives 0.51% (n = 340,000) | AID 504462; in the data active = inhibition above about 40%
mIAP block: mouse IAP inhibition | purified mouse IAP, CDP-Star luminescence, 30 min | inhibition, % at 10 µM | actives 0.2% (n = 330,000);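 active = inhibition of at least 40% at 10 µM in the primary screen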;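 note: plate controls were DMSO with enzyme for no effect and no enzyme wells for full effect; values of inactives mirror those of a sister screen read the other way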
hIAP inh: blocks human intestinal alkaline phosphatase; P09923; AID 2544; inhibition, % at 10 µM; actives 0.12% (n = 330,000); purified IAP, CDP-Star luminescence, 30 min;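 active = inhibition reaching a set limit with compound at 10 µM in the primary screen, cut at about 35% in these data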;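 note: plate controls were DMSO wells with enzyme for no effect and no-enzyme buffer wells for full effect; values of inactives mirror those of a sister screen read the other way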
TIM10 inh: TIM10 yeast growth inhibition. S. cerevisiae TIM10 strain growth, BacTiter-Glo luminescence, 24 h. inhibition, % at 10 µM. actives 1.4% (n = 330,000). AID 463195;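 active = inhibition of 40% or more at the single tested concentration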;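 note: wild-type TIM10 isogenic control strain grown at permissive 25 °C; 0% = DMSO yeast wells and 100% = minimal medium wells without yeast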
Apaf1 inhib: blocks human Apaf-1 apoptosome activity | AID 489030 | reconstituted apoptosome caspase-3 activity, DEVD-Rh110 fluorescence | O14727 | actives 0.71% (n = 330,000) | inhibition, % at 20 µM; active = inhibition of at least 40% at 20 µM;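 note: plate controls were DMSO wells for no effect and DEVD-CHO caspase inhibitor wells for full effect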
Target sequence (O14727 whole entry, looked up): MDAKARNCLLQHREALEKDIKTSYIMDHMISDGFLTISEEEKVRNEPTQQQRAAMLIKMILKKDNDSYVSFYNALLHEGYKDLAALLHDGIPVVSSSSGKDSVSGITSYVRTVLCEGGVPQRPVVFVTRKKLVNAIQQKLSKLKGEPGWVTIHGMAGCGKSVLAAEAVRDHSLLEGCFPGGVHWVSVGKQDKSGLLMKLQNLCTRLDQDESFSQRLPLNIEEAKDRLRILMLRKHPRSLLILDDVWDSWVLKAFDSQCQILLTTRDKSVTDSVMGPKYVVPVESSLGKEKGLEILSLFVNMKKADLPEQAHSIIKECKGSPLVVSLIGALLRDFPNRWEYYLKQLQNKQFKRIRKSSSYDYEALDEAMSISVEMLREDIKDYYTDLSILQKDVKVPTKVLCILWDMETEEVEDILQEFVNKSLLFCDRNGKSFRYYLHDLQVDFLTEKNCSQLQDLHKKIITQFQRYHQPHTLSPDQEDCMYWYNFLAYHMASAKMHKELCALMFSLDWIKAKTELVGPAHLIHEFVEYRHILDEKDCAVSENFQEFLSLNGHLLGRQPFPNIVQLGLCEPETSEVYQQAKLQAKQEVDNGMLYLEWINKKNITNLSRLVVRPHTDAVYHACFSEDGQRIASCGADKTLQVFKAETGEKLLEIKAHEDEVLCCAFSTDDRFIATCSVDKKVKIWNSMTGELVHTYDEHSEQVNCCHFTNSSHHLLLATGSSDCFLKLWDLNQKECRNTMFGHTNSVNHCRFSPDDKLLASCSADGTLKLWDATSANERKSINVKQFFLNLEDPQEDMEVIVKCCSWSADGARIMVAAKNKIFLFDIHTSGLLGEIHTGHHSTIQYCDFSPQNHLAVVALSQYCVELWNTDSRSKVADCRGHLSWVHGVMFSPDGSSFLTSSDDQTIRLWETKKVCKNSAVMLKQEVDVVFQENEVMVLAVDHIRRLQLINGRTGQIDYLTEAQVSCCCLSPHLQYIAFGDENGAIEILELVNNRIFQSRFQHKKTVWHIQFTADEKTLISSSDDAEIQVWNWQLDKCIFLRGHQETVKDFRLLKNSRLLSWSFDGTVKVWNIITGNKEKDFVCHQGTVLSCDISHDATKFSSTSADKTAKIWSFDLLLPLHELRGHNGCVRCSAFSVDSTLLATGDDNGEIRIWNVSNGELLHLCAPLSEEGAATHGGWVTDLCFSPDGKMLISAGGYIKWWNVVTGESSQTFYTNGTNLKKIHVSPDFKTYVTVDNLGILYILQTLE
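Material: reconstituted apoptosome with Apaf-1, cytochrome c, caspase-9, procaspase-3, dATP. Technique: Rh110 fluorescence intensity. Buffer or medium: pH 7.5 Hepes buffer with CHAPS, BSA, DTT. Times: 30 min plus 50 min, RT.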
tim10-1 inh: tim10-1 yeast growth inhibition; S. cerevisiae tim10-1 ts strain growth, BacTiter-Glo, 24 h; inhibition, % at 20 µM; actives 2.2% (n = 330,000); AID 463190;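 active = inhibition of at least 40%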;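 note: mutant grown at 25 °C; 0% = DMSO wells with yeast and 100% = wells holding no yeast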
hIAP act: human IAP activation; P09923; purified human IAP, CDP-Star luminescence, 30 min; active compounds read high; 1 = vehicle-only enzyme, 0 = enzyme-free background; activation factor at 10 µM; actives 0.16% (n = 330,000);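 active = activation factor of the enzyme at least 2-fold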; note: the source names both 10 and 20 µM as test concentration; values of inactives mirror those of a sister screen read the other way
Active calls of the source: *; · = no result given.

Screens in order: mIAP act, NALP3 yeast inh, ATG4B inhibitor, mIAP block, hIAP inh, TIM10 inh, Apaf1 inhib, tim10-1 inh, hIAP act
> CSc1nccc(Nc2ccccc2)c1C#N
  1, 18, 0, -2, -7, 3, -8, 15, 1.1
> Cc1ccc(S(=O)(=O)N2[C@@H](c3ccc(Br)cc3)C(C(=O)O)=CC[C@H]2c2ccc(Cl)c(Cl)c2)cc1
  0.94, 10, 34, 6, 7, 13, 3, 12, 0.93
> CCCCCCCCCOC1OC(CO)C(O)C(O)C1NC(C)=O (centres undefined)
  0.96, 12, -3, 4, -4, -2, -9, 5, 1
> O=C(Nc1cccc(OCC(=O)N2CCOCC2)c1)c1cccc([N+](=O)[O-])c1
  1.1, 6, -3, -8, -8, -5, 0, 2, 1.1
> Cc1ccc(OC(=O)C23CC4CC(CC(C4)C2)C3)c(C)n1
  0.95, -1, 8, 5, -2, 21, 4, 21, 1
> O=C(O)c1ccc2c(c1)OCCCO2
  1, -17, -3, -3, -1, 8, -7, -18, 1
> COc1ccc(-c2cc(C(F)(F)F)n3ncc(C(=O)N4CCCCC4c4cccnc4)c3n2)cc1 (centres undefined)
  1.1, 5, 8, -6, 5, 20, 27, 35, 0.95
> Cc1ccc(S(=O)(=O)N2CCN(C(=O)COc3ccc(C)nc3[N+](=O)[O-])CC2)c(C)c1
  0.96, 10, -10, 4, 15, 14, 6, -5, 0.85
> Cc1c(C(=O)NN)[nH]c2ccc([N+](=O)[O-])cc12
  1, 10, -6, -2, -46, 4, 5, 24, 1.5
> c1ccc(CCc2ccncc2)cc1
  1, -4, 0, -1, -40, 2, -5, 12, 1.4
> CNC(=O)c1c2c(nc3ccc(Br)cc13)CCCC2
  1, 30, -4, 0, 2, -18, 1, 18, 0.98
> O=C(O)c1nc2ccccc2nc1C(=O)O
  0.92, 5, -7, 8, -24, -13, -3, 2, 1.2
> COc1cc(Br)ccc1C1CC(=O)C(C)C(c2ccc(Br)cc2OC)N1 (centres undefined)
  0.95, 9, 9, 5, -15, 20, 24, 53*, 1.2
> CC(C)(CNC(=O)c1ccc(Cl)c(S(=O)(=O)N2CCc3ccccc3C2)c1)N1CCOCC1
  0.93, 13, -10, 7, 7, 13, 9, 0, 0.93
> CCn1c(CCCOc2ccc(Cl)cc2Cl)nnc1SCC(=O)Nc1cc(F)ccc1C
  0.98, 9, 6, 2, 7, 19, 25, 30, 0.93
> Clc1ccc(CSc2nnc(-c3ccncc3)o2)cc1
  0.95, 41, -14, 5, 8, -11, 5, 10, 0.92
> COc1cccc(NC2=NCC(=O)N2Cc2cccs2)c1
  0.96, 2, -7, 4, 8, 6, -6, 15, 0.92
> COc1ccc(-n2ncc3c(=O)n(CC(=O)OCc4ccccc4)cnc32)cc1
  0.98, 20, 6, 2, -6, -6, -9, -2, 1.1
> CCOc1ccc(CN2CCN(c3ncnc4scc(-c5ccccc5)c34)CC2)cc1
  1, 27, 7, -1, -9, 36, 27, 32, 1.1
> Cc1cc2cc(CNC(=O)CCC(=O)O)ccc2n1C
  0.95, 4, 10, 4, 1, 6, -1, 6, 0.99
> CCOC(=O)C1CCN(c2ncnc3c2oc2ccc(Cl)cc23)CC1
  0.97, 35, 2, 3, -2, -11, 16, -9, 1
> FC(F)(F)c1cnc(N2CCN(C(=S)NCc3ccccc3)CC2)c(Cl)c1
  1.2, 19, 15, -18, 5, 3, 7, 32, 0.95
> CCCCN1C=C(C(=O)OC)C(c2ccccc2Cl)C(C(=O)OC)=C1
  1.5, 12, -5, -46, 14, 15, 35, 10, 0.85
> CCC(N=c1cc(-c2ccc(OC)cc2)oc2ccc(C)cc12)C(=O)O (centres undefined)
  1, 39, -1, -1, -2, 39, -1, 19, 1
> C=CCc1c(C)nc2ccc(C(=O)OCC)cc2c1Cl
  0.94, 3, -2, 6, -11, 7, 7, 11, 1.1
> Cc1cnc(NC(=O)[C@H](C)N2C(=O)C3CCCCC3C2=O)s1 (some centres undefined)
  1.1, 1, -4, -8, -3, -5, -2, 21, 1
> CCc1noc(C)c1C(=O)Nc1ccc(F)c(F)c1F
  0.92, 14, -1, 8, -1, -11, -8, 5, 1
> CCOC(=O)C1(Cc2cccc(OC)c2)CCCN(Cc2ccc(NC(C)=O)cc2)C1 (centres undefined)
  1, 3, 2, -4, -4, 20, -6, 22, 1
> O=C(CCNC(=O)c1ccco1)Nc1ccccc1OC(F)F
  1.1, 12, -6, -7, -7, 17, 4, -6, 1.1
> O=S(=O)(c1cccs1)N1CN(CC2CCCO2)c2nc3ccccc3nc21 (centres undefined)
  0.99, 17, -9, 0, -5, 22, -5, 16, 1.1
> O=C(COC(=O)c1cc(S(=O)(=O)N2CCOCC2)c(Cl)cc1Cl)Nc1ncc(C(F)(F)F)cc1Cl
  0.96, 9, -12, 4, -2, 6, 2, 11, 1
> Cc1cc(C)c(OCC(=O)Nc2ccccc2N2CCCCC2)c(C)c1
  1, 26, 1, -2, 2, -2, 19, 10, 0.97
> O=C1CCC(C(=O)N2CCCC(Nc3ccc(F)cc3)C2)=NN1 (centres undefined)
  0.91, 10, 6, 9, 0, 3, 9, -4, 1
> Cc1cccc2nc(CSc3nc4ccc([N+](=O)[O-])cc4[nH]3)c(Br)n12
  0.89, 3, 25, 11, -4, 26, 3, 10, 1
> COc1ccc(CCC(=O)Nc2cc(Cl)ccc2N2CCN(C)CC2)cc1
  1, 16, -12, -4, -16, 6, 3, 2, 1.2
> COCCN(Cc1ccccc1)P(=O)(O)c1ccccc1OCC(=O)O
  0.93, -20, -5, 7, 1, -9, -2, -8, 0.99
> COc1ccc(C2C(C#N)=C(N)Oc3c2c(C)nn3-c2ccccc2)cc1Cn1nc(C)c([N+](=O)[O-])c1C (centres undefined)
  1, -8, 10, 0, 9, 19, 10, 18, 0.91
> Cc1ccc(S(=O)(=O)n2cnc3ccccc32)c(C)c1
  0.95, 3, 9, 5, 3, 3, -6, 16, 0.97
> Cc1ccc(C)c(OCC(=O)NCC(C)(C)N2CCOCC2)c1
  0.99, 23, 4, 1, 1, 9, 3, -6, 0.99
> Nn1c(COc2cccc(Cl)c2)nc2ccccc2c1=O
  0.91, 22, -8, 9, 15, 26, 1, 26, 0.85
> COc1ccc(S(=O)(=O)N2CCOCC2)cc1NC(=O)Cc1coc2cc(C)c(C)cc12
  0.98, 14, -16, 2, -26, 14, 0, 4, 1.3
> COCCn1nnnc1C(c1ccc(OC)cc1)N1CCN(C(=O)c2ccco2)CC1 (centres undefined)
  1, 32, -3, 0, 0, 14, -1, -19, 1
> Cc1c(/C=C/C(=O)c2ccc(Cl)s2)cnn1C
  0.94, -5, -12, 6, -9, 48*, 7, 45*, 1.1
> Cc1ccc(NC(=O)c2cccs2)cc1NC(=O)c1cccnc1
  1.1, 29, 3, -6, -2, -4, 0, -13, 1
> Cc1nn(C(C)(C)C)c(NC(=O)c2ccc(Cl)cc2)c1Br
  1, 20, 7, -1, -2, -5, -9, -9, 1
> Cc1ccc(-n2c(C)cc(C(=O)COC(=O)c3ccc[nH]c3=O)c2C)cc1C
  1, 19, 45*, -3, 4, -1, 1, -9, 0.96
> CN1C(=S)SC(N(O)C(=O)Nc2ccc(Cl)c(Cl)c2)C1(C)C (centres undefined)
  1, -1, 3, -2, -2, 14, 18, 20, 1
> CCOC(=O)c1c(NC(=O)c2ccccc2)sc2c1CCc1ccccc1-2
  0.81, 18, -2, 19, 7, 20, 9, 22, 0.93
> O=C(CN1CCC(N2CCCCC2)CC1)N1CCOCC1
  0.96, 10, ·, 4, -6, 5, -11, 19, 1.1
> COc1ccccc1NC(=O)COc1ccccc1
  1, 34, -8, -2, -10, -7, 2, 0, 1.1
> Cc1c(C(=O)O)oc2ccc(S(=O)(=O)NCc3ccccc3)cc12
  0.82, 19, 4, 18, 12, 10, 9, 17, 0.88
> COc1cccc(-c2nnc(SCC(=O)NCc3ccc4c(c3)OCO4)n2Cc2ccco2)c1
  0.94, 11, -6, 6, -10, 4, 8, 29, 1.1
> CCOc1ccc(/C=N/NC(=S)NC2CC3CC2C2C=CCC32)cc1 (centres undefined)
  0.9, 20, 9, 10, 14, 29, -1, 32, 0.86
> Cc1ccc(S(=O)(=O)N2CCCC(C(=O)NNCC(=O)Nc3cc(F)ccc3F)C2)cc1 (centres undefined)
  0.93, 6, -15, 7, -12, 8, -1, 13, 1.1

Part of the list above, limited to TIM10 inh:
structure,TIM10 inh
CCOC(=O)C1CCN(c2ncnc3c2oc2ccc(Cl)cc23)CC1,-11
FC(F)(F)c1cnc(N2CCN(C(=S)NCc3ccccc3)CC2)c(Cl)c1,3
CCCCN1C=C(C(=O)OC)C(c2ccccc2Cl)C(C(=O)OC)=C1,15
CCC(N=c1cc(-c2ccc(OC)cc2)oc2ccc(C)cc12)C(=O)O (centres undefined),39
C=CCc1c(C)nc2ccc(C(=O)OCC)cc2c1Cl,7
Cc1cnc(NC(=O)[C@H](C)N2C(=O)C3CCCCC3C2=O)s1 (some centres undefined),-5

Part of the list above, as tab-separated lines.
canonical_smiles	mIAP act	NALP3 yeast inh	ATG4B inhibitor	mIAP block	hIAP inh	TIM10 inh	Apaf1 inhib	tim10-1 inh	hIAP act
CCOc1ccc(/C=N/NC(=S)NC2CC3CC2C2C=CCC32)cc1 (centres undefined)	0.9	20	9	10	14	29	-1	32	0.86
Cc1ccc(S(=O)(=O)N2CCCC(C(=O)NNCC(=O)Nc3cc(F)ccc3F)C2)cc1 (centres undefined)	0.93	6	-15	7	-12	8	-1	13	1.1

Assay outcomes (PubChem BioAssay)
